From PubChem BioAssay
GLD-1 TGE inh: GLD-1-TGE RNA interaction inhibition (C. elegans). Q17339. purified GLD-1 + fluorescein TGE RNA, fluorescence polarization. inhibition, % at 5.96 µM. 320,000 compounds, 0.44% hits. AID 2280;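 active = percent inhibition above a per-plate cutoff, the plate mean of test compounds plus 3 SD, cut at about 30% in these data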;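 also: 0% = DMSO wells with GLD-1 and probe and 100% = wells lacking GLD-1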
Target sequence (Q17339 whole entry, looked up): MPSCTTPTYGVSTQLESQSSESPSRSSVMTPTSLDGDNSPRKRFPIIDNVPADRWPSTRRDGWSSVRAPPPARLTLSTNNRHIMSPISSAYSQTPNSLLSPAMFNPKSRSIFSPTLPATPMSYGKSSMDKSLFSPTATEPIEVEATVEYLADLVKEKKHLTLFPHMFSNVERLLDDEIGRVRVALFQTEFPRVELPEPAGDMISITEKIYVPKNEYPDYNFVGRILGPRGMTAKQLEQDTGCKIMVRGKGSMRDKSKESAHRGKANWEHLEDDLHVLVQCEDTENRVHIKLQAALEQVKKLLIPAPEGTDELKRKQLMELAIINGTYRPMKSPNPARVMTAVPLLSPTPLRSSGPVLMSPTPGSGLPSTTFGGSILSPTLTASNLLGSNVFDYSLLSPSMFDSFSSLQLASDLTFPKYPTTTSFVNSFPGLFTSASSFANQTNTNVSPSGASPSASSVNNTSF
Fam108B counter: Fam108B inhibition, counter-screen for RBBP9 inhibitors. inhibition, % at 9.51 µM. AID 1947. recombinant Fam108B, FP-Rh probe fluorescence polarization. 300,000 compounds, 0.33% hits;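 active = inhibition above the screen mean inhibition plus 3 SD, computed separately per campaign, cut at about 18% in these data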;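 also: inhibitors lower polarization as less probe binds the enzyme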
MEX-5 binding: C. elegans MEX-5 TCR-2 RNA binding activity. Q9XUB2. AID 1832. 300,000 compounds, 0.38% hits. MEX-5/FITC-TCR2 RNA binding, fluorescence polarization; stronger effect = lower value. activity score (negative = inhibition of binding), % at 10 µM;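 active = inhibition past about -25% in most replicates, and total fluorescence under double the plate's negative control median, limit read from the data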;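 also: 0% = DMSO and -100% = 5 µM competing unlabeled TCR2 RNA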
Target sequence (Q9XUB2 whole entry, looked up): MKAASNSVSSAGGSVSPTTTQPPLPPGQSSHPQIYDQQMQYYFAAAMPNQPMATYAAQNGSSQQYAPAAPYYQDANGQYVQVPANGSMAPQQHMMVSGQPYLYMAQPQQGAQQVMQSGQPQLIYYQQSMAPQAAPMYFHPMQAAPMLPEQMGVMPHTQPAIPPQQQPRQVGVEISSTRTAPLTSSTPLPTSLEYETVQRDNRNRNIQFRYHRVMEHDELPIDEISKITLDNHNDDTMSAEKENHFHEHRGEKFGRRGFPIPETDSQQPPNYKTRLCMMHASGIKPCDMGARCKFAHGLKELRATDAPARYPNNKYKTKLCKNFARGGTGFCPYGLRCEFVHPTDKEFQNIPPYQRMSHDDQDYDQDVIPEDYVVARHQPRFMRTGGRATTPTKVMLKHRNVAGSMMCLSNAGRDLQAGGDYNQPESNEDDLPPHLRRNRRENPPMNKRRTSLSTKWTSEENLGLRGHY
Efflux pump inh: inhibitors of Candida antifungal efflux pumps expressed in yeast | S. cerevisiae Candida pump triplex, Nile Red efflux | inhibition, % at 10 µM | 330,000 compounds, 0.44% hits | AID 485275;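 active = plate passing quality check with inhibition over a set limit, or well fluorescence over plate mean plus 4 SD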;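 also: Nile Red retained in pooled yeast measured as flow cytometry median fluorescence; 0% = buffer negative control and 100% = Enniatin B positive control; higher means more Nile Red kept so more efflux inhibition; some compounds called inactive have numbers as strong as hits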
BCLXL inh: blocks human Bcl-xL binding to Bim BH3 peptide; inhibition, % at 10.9 µM; GST-Bcl-xL / FITC-Bim BH3 peptide fluorescence polarization; Q07817; 320,000 compounds, 0.7% hits;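 active = inhibition above the mean of all tested compounds plus 3 SD, cutoff set per campaign, cut at about 30% in these data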;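 also: 0% = DMSO wells and 100% = unlabeled Bim-BH3 peptide competitor; inhibitors lower millipolarization by displacing the labeled peptide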
VLA-4 inh: inhibition in a human VLA-4 binding assay; VLA-4 expressing cells, ligand binding flow cytometry; inhibition, % (about 7 µM as worked out from the volumes in the protocol); 330,000 compounds, 0.2% hits; AID 2557; in the data active = inhibition above about 50%
GRK2 inh: inhibitors of human GRK2 displacing RNA aptamer. P25098. bead flow cytometry, FAM-aptamer displacement from GRK2. inhibition of aptamer binding, % at 10 µM. 330,000 compounds, 0.59% hits;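 active = inhibition of aptamer binding above 40%, roughly 3 SD of noise, on plates passing a quality check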;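 also: median bead fluorescence of bound FAM aptamer so fluorescent compounds give negative values; no value below 0 was filed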
PME-1 primary: PME-1 (human) inhibition; Q9Y570; recombinant PME-1, FP-Rh probe fluorescence polarization; inhibition, % at 5.9 µM; 320,000 compounds, 0.53% hits;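 active = inhibition above the campaign mean of all compounds plus 3 SD, cut at about 26% in these data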;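 also: competitive labeling of PME-1 active site by serine hydrolase directed probe; 0% = PME-1 with DMSO and 100% = wells lacking PME-1 enzyme; inhibitors block probe labeling so polarization falls and inhibition rises; many of its hits are not listed in these tables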
MCL1 BIM primary: inhibitors of human MCL1 binding to BIM-BH3 peptide; GST-MCL1 / FITC-Bim-BH3 fluorescence polarization; inhibition, % at 10.9 µM; 320,000 compounds, 0.68% hits; Q07820;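 active = inhibition above the mean inhibition of all tested compounds plus 3 SD, set per campaign, cut at about 40% in these data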;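 also: 0% = DMSO wells and 100% = unlabeled Bim-BH3 peptide control; higher means more loss of mP so more displacement of Bim peptide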
Active calls of the source: *; x = not tested or not shown.

SMILES	GLD-1 TGE inh	Fam108B counter	MEX-5 binding	Efflux pump inh	BCLXL inh	VLA-4 inh	GRK2 inh	PME-1 primary	MCL1 BIM primary
O=C(c1cccnc1)N1CCN(C(=O)c2cccs2)CC1	4	2	1.2	0.0	3	8	1	-7	0
CC(C)Oc1ccc(N2CC(C(=O)Nc3ccccc3F)CC2=O)cc1 (stereo not given)	6	-1	0.0	0.0	6	14	2	-1	5
Cn1c(SCC(=O)c2cc3ccccc3o2)nnc1-c1ccccc1	-26	-1	-0.4	0.1	-20	-14	5	-12	-17
COc1ccc(CC(=O)NCC(=O)N/N=C(/C)c2ccco2)cc1	-1	-5	0.0	-0.1	-2	3	0	0	-1
Cc1ccc(N2CC(C(=O)Nc3ccccc3N3CCCC3)CC2=O)cc1 (stereo not given)	0	3	-1.4	0.1	1	-7	2	-7	3
Cc1cnc(C(=O)OCC(=O)N(C(C)C)C(C)C)cn1	9	7	-4.5	0.0	3	21	0	2	-1
CC(C)(C)C(=O)Nc1ccc(C(=O)CN2C(=O)NC3(CCOc4ccccc43)C2=O)cc1 (stereo not given)	-3	x	x	-0.2	-12	-4	0	1	-15
Cc1ccc(NC(=O)C2CCCN2S(=O)(=O)c2ccc3c(c2)n(C)c(=O)c(=O)n3C)cc1C (stereo not given)	-1	0	-0.4	0.3	4	1	1	7	-2
COc1cccc(OCc2nc3ncc(Br)cc3[nH]2)c1	3	1	-0.5	-0.1	6	1	2	-5	3
COc1ccc(-n2c(=S)[nH]c3cc(C(=O)NCc4ccco4)ccc3c2=O)cc1OC	4	0	-1.7	0.1	2	-7	1	2	-1
COc1ccccc1-c1oc2ccccc2c1-c1ccc2cc[nH]c2c1	-7	x	x	-0.5	2	0	4	2	-2
CCCCCCCn1c(NC(=O)CC)nc2ccccc21	5	-1	0.2	0.1	-7	12	0	2	-5
O=C(O)c1ccc(Nc2nc(-c3ccccc3)c3ccccc3n2)cc1	-3	0	-2.8	-0.4	5	12	0	-2	2
Cc1ccc(S(=O)(=O)NCC(c2ccccc2)N2CCCCC2)cc1 (stereo not given)	8	-4	-1.0	-0.1	7	11	1	-2	5
Cc1cccc(OCCC(=O)Nc2ccccc2C(N)=O)c1	2	3	2.6	-0.2	-2	35	4	7	-1
CCCCN(CC)CCNc1c(NC2CCN(C(=O)OCC)CC2)c(=O)c1=O	4	-5	1.1	-0.1	2	-7	1	-3	2
C[C@H]1CN([C@@H](C)CO)C(=O)Cc2cc(NC(=O)Cc3ccccc3)ccc2O[C@H]1CN(C)S(=O)(=O)c1cccs1	8	x	x	0.5	x	4	0	x	x
CCCCCCCCCCCC(=O)N1CC(=O)NC(=O)C1	2	1	3.7	0.0	2	2	1	0	3
CCSc1ccccc1C(=O)Nc1nncs1	-3	-4	-2.4	0.1	5	0	0	-5	1
CCOc1ccc(C2C(C#N)=C(C)NC3=C2C(=O)c2ccccc23)cc1 (stereo not given)	5	0	1.0	-0.1	9	-3	0	0	3
Cc1ccccc1OCC(O)Cn1c(NCc2ccco2)nc2c1c(=O)n(C)c(=O)n2C (stereo not given)	3	-1	-4.6	0.0	1	15	0	-1	0
O=[N+]([O-])c1cc([N+](=O)[O-])c(Oc2ccc(F)cc2F)cc1NN1CCCCC1	-6	2	-0.1	-0.3	3	-7	0	-3	5
Cc1onc(-c2ccccc2)c1C(=O)NCCc1ccc(S(N)(=O)=O)cc1	4	0	2.1	0.0	6	2	2	-3	1
C=CCn1c(-c2cccn(Cc3ccc(Cl)cc3Cl)c2=O)n[nH]c1=S	4	3	-1.5	0.2	-8	0	0	-1	-8
C=CCNC(=O)CSc1nc2cc(C(=O)OCC)ccc2n1CC	-2	-1	-0.3	-0.1	-5	-1	0	-4	-6

Entries of single compounds as entered above.
Record of Cc1onc(-c2ccccc2)c1C(=O)NCCc1ccc(S(N)(=O)=O)cc1 → GLD-1 TGE inh = 4; Fam108B counter = 0; MEX-5 binding = 2.1; Efflux pump inh = 0.0; BCLXL inh = 6; VLA-4 inh = 2; GRK2 inh = 2; PME-1 primary = -3; MCL1 BIM primary = 1
Record of COc1cccc(OCc2nc3ncc(Br)cc3[nH]2)c1 → GLD-1 TGE inh = 3; Fam108B counter = 1; MEX-5 binding = -0.5; Efflux pump inh = -0.1; BCLXL inh = 6; VLA-4 inh = 1; GRK2 inh = 2; PME-1 primary = -5; MCL1 BIM primary = 3
Record of O=C(c1cccnc1)N1CCN(C(=O)c2cccs2)CC1 → GLD-1 TGE inh = 4; Fam108B counter = 2; MEX-5 binding = 1.2; Efflux pump inh = 0.0; BCLXL inh = 3; VLA-4 inh = 8; GRK2 inh = 1; PME-1 primary = -7; MCL1 BIM primary = 0

(further entries)
SMILES	GLD-1 TGE inh	Fam108B counter	MEX-5 binding	Efflux pump inh	BCLXL inh	VLA-4 inh	GRK2 inh	PME-1 primary	MCL1 BIM primary
COc1ccc(NC(=O)c2c(Nc3ccccc3)sc(C(=O)c3ccc(F)cc3)c2N)cc1	9	-1	-2.9	0.1	1	1	2	17	3
Cc1ccc(NC(=S)N(Cc2ccccc2)Cc2cccs2)c(C)c1	7	1	0.7	-0.1	3	-2	2	0	-2
Fc1ccccc1N1CCN(C2CCCN(Cc3ccccc3C(F)(F)F)C2)CC1 (stereo not given)	10	1	3.2	0.0	3	-84	1	2	10
COc1ccc(C(=O)c2c[nH]c(C(=O)NCc3ccco3)c2)cc1	-1	-1	-1.4	-0.3	-3	-8	0	6	-7
COc1ccc2[nH]cc(CCNC(=O)c3ccccc3Cl)c2c1	33*	-3	-2.2	0.0	47*	3	5	3	52*
COc1ccc(-c2[nH]ncc2-c2cscn2)c(O)c1	7	0	-1.8	0.0	8	-1	0	1	-1
COc1ccc(NC(=O)CCc2nnc3ccc(N4CCN(c5cccc(OC)c5)CC4)nn23)cc1	-2	-2	0.1	-0.3	-1	-2	2	-9	1
CCn1c(=O)cc(OCC(=O)NCCCN2CCC(C)CC2)c2ccccc21	4	-2	-1.8	-0.3	3	11	0	1	8
Cc1ccc(NC(=O)C2CCCO2)c(Br)c1 (stereo not given)	7	1	-0.9	-0.1	3	-10	0	-4	1
Cc1ccccc1C(=O)NCC(=O)OCCOc1ccc(C(C)C)c(C)c1	3	0	-0.3	0.1	-6	18	3	4	-13
Cc1csc(NC(=O)c2ccc(Cl)nc2)n1	0	-1	-3.2	-0.1	-2	12	21	-2	-3
CCOc1ccc2oc(-c3ccccc3)c(C(=O)N3CCN(C)CC3)c2c1	10	2	0.8	-0.1	4	13	1	-4	4
CC(=O)NCc1ccc(-c2csc(NC(=O)CCc3nc4ccccc4c(=O)[nH]3)n2)s1	4	x	x	0.0	x	-3	1	x	x
C=CCC1c2cccc(C(=O)O)c2C(=O)N1c1ccc(F)cc1 (stereo not given)	4	1	-0.7	0.2	3	2	3	2	11
COc1ccc(C(=O)CCC(=O)O)cc1	-1	1	1.9	0.2	-2	43	0	5	2
COc1ccc(CNS(=O)(=O)c2ccc3c(c2)N(C)CCO3)cc1	2	-2	2.7	-0.2	2	-8	2	5	3
NC(=O)C1(N2CCCCC2)CCN(C(=O)c2ccc(C#Cc3ccccc3)o2)CC1	4	2	0.6	0.0	0	2	0	0	-1
COc1cccc(OCC(O)CN2CCOCC2)c1 (stereo not given)	4	-2	-1.4	0.0	2	13	1	2	-4
N#CCSc1nc(-c2ccccc2)c2cc(Cl)ccc2n1	-1	-1	-1.2	0.2	1	1	5	-5	1
O=C(OCC(=O)N1CCCC1=O)c1cc(Cl)ccc1O	11	0	1.5	0.0	4	7	2	2	4
Cc1cc2[nH]c(=O)cc(-c3ccccc3)n2n1	-2	6	0.0	-0.3	5	-3	6	0	5
Cc1ccc(NC(=O)CSc2nnc(Cn3cnc4ccccc43)o2)c(C)c1	0	0	-0.2	0.1	-2	33	4	-2	1
CCOC(=O)CN(C)C(=O)C1CCCN1C(=O)OC(C)(C)C (stereo not given)	7	3	0.7	-0.1	7	-9	0	7	5
O=C(COC(=O)c1ccc([N+](=O)[O-])s1)NC(=O)NCc1ccccc1	2	7	2.3	0.1	4	4	15	9	5
CCOC(=O)C1=C(O)/C(=C/c2ccc(OCC(=O)Nc3ccc(C)cc3)cc2)N=C1C	2	-6	-3.8	-9.2	-3	6	0	-8	1

Next section:
SMILES	GLD-1 TGE inh	Fam108B counter	MEX-5 binding	Efflux pump inh	BCLXL inh	VLA-4 inh	GRK2 inh	PME-1 primary	MCL1 BIM primary
Oc1ccc(/C=N/Nc2ccnc3cc(Cl)ccc23)cc1O	-7	55*	-3.5	0.0	0	-14	13	42*	-7
CC(OC(=O)CSc1ccc([N+](=O)[O-])cc1)C(=O)NC1CC1 (stereo not given)	-4	x	x	0.0	5	7	0	8	2
CCN(CC)C(=O)CN1C(=O)C2(NC(=O)c3ccccc3N2)c2ccccc21 (stereo not given)	-6	-4	1.1	0.2	-3	9	0	-4	-5
O=C(NCc1ccncc1)C(=O)NC1CC1	-1	-3	0.7	0.6	-4	8	1	4	-9
O=C(C1Cc2ccccc2O1)N1CCCCC1 (stereo not given)	-2	2	-4.5	-0.1	5	0	3	6	5
CN(C)/C=N/C(=S)Nc1cc(Cl)cc(Cl)c1	4	-2	-1.6	-0.2	6	4	0	1	13
CCOC(=O)N1CCN=C1SCc1ccc(Cl)c(Cl)c1	-6	6	0.7	0.0	2	29	2	1	2
CCC(Oc1ccccc1)C(=O)Nc1ccc(S(=O)(=O)NCC2CCCO2)cc1 (stereo not given)	-8	8	-3.5	0.1	2	17	1	3	4
O=C1c2cnccc2CN1Cc1ccccc1	1	1	-0.7	0.0	6	8	2	-4	5
O=C(O)c1ccccc1CSc1ccccn1	-1	-5	0.4	0.1	0	2	0	3	0
CCN(CC)CC(=O)Nc1ccc(-c2ccc(NC(=O)CN(CC)CC)c(OC)c2)cc1OC	7	0	0.7	0.1	2	11	0	1	0
Cc1cc(SCC(=O)Nc2ccccc2C)nc(C)n1	0	0	1.6	0.0	6	1	4	3	4
O=[N+]([O-])c1cccc(S(=O)(=O)NCCCN2CCOCC2)c1	3	3	2.3	0.1	-2	11	0	0	1
O=C(NCCS(=O)(=O)N1CCc2ccccc2C1)c1ccccc1	0	5	0.5	0.4	0	-5	0	-2	-1
O=C(Nc1ccccn1)C1CCN(S(=O)(=O)c2ccc3c(c2)OCCO3)CC1	6	x	x	-0.1	4	7	0	2	3

Seven entries from above, bar-delimited:
mol | GLD-1 TGE inh | Fam108B counter | MEX-5 binding | Efflux pump inh | BCLXL inh | VLA-4 inh | GRK2 inh | PME-1 primary | MCL1 BIM primary
CCN(CC)C(=O)CN1C(=O)C2(NC(=O)c3ccccc3N2)c2ccccc21 (stereo not given) | -6 | -4 | 1.1 | 0.2 | -3 | 9 | 0 | -4 | -5
O=C(NCc1ccncc1)C(=O)NC1CC1 | -1 | -3 | 0.7 | 0.6 | -4 | 8 | 1 | 4 | -9
O=C(C1Cc2ccccc2O1)N1CCCCC1 (stereo not given) | -2 | 2 | -4.5 | -0.1 | 5 | 0 | 3 | 6 | 5
CN(C)/C=N/C(=S)Nc1cc(Cl)cc(Cl)c1 | 4 | -2 | -1.6 | -0.2 | 6 | 4 | 0 | 1 | 13
CCOC(=O)N1CCN=C1SCc1ccc(Cl)c(Cl)c1 | -6 | 6 | 0.7 | 0.0 | 2 | 29 | 2 | 1 | 2
CCC(Oc1ccccc1)C(=O)Nc1ccc(S(=O)(=O)NCC2CCCO2)cc1 (stereo not given) | -8 | 8 | -3.5 | 0.1 | 2 | 17 | 1 | 3 | 4
O=C1c2cnccc2CN1Cc1ccccc1 | 1 | 1 | -0.7 | 0.0 | 6 | 8 | 2 | -4 | 5

The list is partial, so the mix of outcomes need not match the whole.
